pPAFAH FP inh: pPAFAH (human) enzyme inhibition | Q13093 | inhibition, % at 3.39 µM | recombinant pPAFAH, FP-rhodamine probe fluorescence polarization | 1.5% of 330,000 active | AID 463082;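 active = inhibition above the mean inhibition across the screen plus 3 SD, cut at about 25% in these data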;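 also: inhibitors block binding of the rhodamine activity-based probe so polarization drops; 0% = enzyme with DMSO and 100% = wells lacking pPAFAH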
GSTO1 counter: blocks human GSTO1 in RBBP9 counter-screen | 1.1% of 300,000 active | P78417 | AID 1974 | recombinant GSTO1, activity-based probe fluorescence polarization | inhibition, % at 5.96 µM;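 active = inhibition above the campaign mean inhibition plus 3 SD, cut at about 35% in these data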;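 also: 0% = GSTO1-1 with DMSO and 100% = wells lacking GSTO1-1 enzyme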
PAFAH1B2 inh: PAFAH1B2 (human) inhibition; inhibition, % at 3.39 µM; recombinant PAFAH1B2, FP-rhodamine activity probe, fluorescence polarization; P68402; 1.2% of 340,000 active;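 active = inhibition above the mean of all tested compounds plus 3 SD, cut at about 24% in these data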;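 also: 0% = enzyme with DMSO and 100% = wells lacking PAFAH1B2; many of its hits are not listed in these tables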
Target sequence (P68402 whole entry, looked up): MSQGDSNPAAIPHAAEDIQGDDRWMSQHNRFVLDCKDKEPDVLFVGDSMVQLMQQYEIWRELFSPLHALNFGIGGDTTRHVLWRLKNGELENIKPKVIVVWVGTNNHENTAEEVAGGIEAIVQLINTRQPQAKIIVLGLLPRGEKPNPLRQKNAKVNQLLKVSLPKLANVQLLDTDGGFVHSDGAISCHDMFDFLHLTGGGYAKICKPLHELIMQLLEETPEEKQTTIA
PAD4 inh: blocks human protein arginine deiminase 4; inhibition, % at 6.36 µM; 0.41% of 330,000 active; recombinant PAD4, RCA probe fluorescence polarization; Q9UM07;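 active = percent inhibition above a cutoff equal to the mean of all tested compounds plus 3 SD, cut at about 15% in these data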;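 also: 0% = PAD4 with RCA probe and DMSO and 100% = probe without PAD4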
LYPLA2 inh: LYPLA2 (human) inhibition in PME1 counter-screen. 0.38% of 320,000 active. inhibition, % at 5.9 µM. recombinant LYPLA2, FP-Rh probe fluorescence polarization. AID 2177. O95372;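 active = inhibition above the screen-wide mean plus 3 SD, limit set per campaign, cut at about 26% in these data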;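 also: 0% = LYPLA2 with DMSO and 100% = wells lacking LYPLA2 enzyme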
Target sequence (O95372 whole entry, looked up): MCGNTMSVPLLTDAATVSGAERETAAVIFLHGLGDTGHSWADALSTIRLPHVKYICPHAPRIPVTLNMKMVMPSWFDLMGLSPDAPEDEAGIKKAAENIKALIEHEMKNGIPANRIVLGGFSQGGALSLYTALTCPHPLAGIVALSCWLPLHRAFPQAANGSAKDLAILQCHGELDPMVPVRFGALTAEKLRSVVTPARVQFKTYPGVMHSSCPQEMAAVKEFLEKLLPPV
LYPLA1 inh: counter-screen for PME1 inhibitors: inhibitors of human LYPLA1 | recombinant LYPLA1, FP-Rh probe fluorescence polarization | 0.16% of 320,000 active | AID 2174 | inhibition, % at 5.9 µM | O75608;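 active = inhibition above the mean of all tested compounds plus 3 SD, set per campaign, cut at about 14% in these data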;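 also: inhibitors block serine hydrolase probe labeling of LYPLA1 so polarization falls; 0% = enzyme with DMSO and 100% = wells lacking LYPLA1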
PAFAH2 inh: inhibitors of human PAFAH2; recombinant PAFAH2, FP-rhodamine activity probe, fluorescence polarization; inhibition, % at 3.39 µM; 0.99% of 340,000 active; AID 492956;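 active = inhibition above the mean over all tested compounds plus 3 SD, cut at about 30% in these data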;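 also: inhibitors block probe labeling of enzyme so polarization drops; 0% = enzyme with DMSO and 100% = wells lacking PAFAH2 protein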
PAFAH1B3 inh: blocks human PAF acetylhydrolase 1B catalytic subunit 3. AID 492972. Q15102. recombinant PAFAH1B3, FP-rhodamine probe, fluorescence polarization. inhibition, % at 3.39 µM. 0.28% of 340,000 active;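 active = inhibition above the screen-wide average of all tested compounds plus 3 SD, cut at about 25% in these data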;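 also: 0% = enzyme with DMSO only and 100% = wells lacking PAFAH1B3 protein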
Target sequence (Q15102 whole entry, looked up): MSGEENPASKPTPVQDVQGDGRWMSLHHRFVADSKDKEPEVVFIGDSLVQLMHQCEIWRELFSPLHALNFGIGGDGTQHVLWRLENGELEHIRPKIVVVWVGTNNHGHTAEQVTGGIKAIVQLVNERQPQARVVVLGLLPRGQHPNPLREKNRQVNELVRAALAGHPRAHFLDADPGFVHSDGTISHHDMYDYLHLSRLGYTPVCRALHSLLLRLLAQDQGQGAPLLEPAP
PME-1 primary: PME-1 (human) inhibition. Q9Y570. recombinant PME-1, FP-Rh probe fluorescence polarization. inhibition, % at 5.9 µM. 0.53% of 320,000 active. AID 2130;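 active = inhibition above the campaign mean of all compounds plus 3 SD, cut at about 26% in these data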;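 also: competitive labeling of PME-1 active site by serine hydrolase directed probe; 0% = PME-1 with DMSO and 100% = wells lacking PME-1 enzyme; inhibitors block probe labeling so polarization falls and inhibition rises; many of its hits are not listed in these tables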
Target sequence (Q9Y570 whole entry, looked up): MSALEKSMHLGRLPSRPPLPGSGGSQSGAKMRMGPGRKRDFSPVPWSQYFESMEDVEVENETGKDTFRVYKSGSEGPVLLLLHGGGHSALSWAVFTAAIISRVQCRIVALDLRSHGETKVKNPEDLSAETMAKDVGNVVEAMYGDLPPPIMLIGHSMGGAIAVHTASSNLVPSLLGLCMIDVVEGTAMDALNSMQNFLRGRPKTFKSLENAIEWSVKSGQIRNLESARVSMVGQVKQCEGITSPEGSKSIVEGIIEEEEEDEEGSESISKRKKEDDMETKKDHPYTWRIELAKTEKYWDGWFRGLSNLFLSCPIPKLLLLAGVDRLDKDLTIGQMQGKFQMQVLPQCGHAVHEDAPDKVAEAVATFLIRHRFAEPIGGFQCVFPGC
An asterisk follows results filed as active; · = not tested or not shown. Some of the compounds tested; count on the stated rates, not on these rows.

The line under a structure holds: PAFAH1B3 inh | PAFAH1B2 inh | PAD4 inh | pPAFAH FP inh | PAFAH2 inh | PME-1 primary | LYPLA1 inh | GSTO1 counter | LYPLA2 inh
1. COC(=O)C(Cc1ccc(O)cc1)NC(=O)CCC(=O)Nc1ccc(S(N)(=O)=O)cc1 (stereo not given)
    7 | 5 | -1 | -2 | -7 | 3 | 5 | 1 | -1
2. Cc1ccc2ccc(S(=O)(=O)NCc3ccco3)cc2c1
    5 | -2 | -5 | 5 | 3 | -2 | 1 | 2 | -1
3. COc1ccc(NC(=O)C(c2ccccc2)N(C)C(=O)c2ccc(=O)[nH]c2)cc1 (stereo not given)
    0 | 2 | 2 | 3 | 4 | 4 | -1 | 0 | 1
4. CCOC(=O)c1cc(C)sc1NC(=O)CN1CCN(C(=O)C2CCCO2)CC1 (stereo not given)
    -1 | 3 | -5 | 27* | -4 | 5 | -3 | 25 | 3
5. COc1ccc(C(=O)Nc2nc(-c3ccc([N+](=O)[O-])cc3)c(-c3ccc(OC)cc3)s2)cc1
    5 | -3 | -1 | 4 | 3 | -6 | 0 | -1 | -2
6. Cc1cc(NC(=O)CSc2ccc(F)cc2)no1
    9 | 3 | -3 | 4 | 5 | -1 | -1 | 10 | 1
7. COC(=O)c1sccc1NC(=O)c1cc(-c2cccc(C)c2)nc2ccccc12
    1 | 3 | -1 | 4 | 1 | -4 | 1 | -2 | 1
8. CCCCCCCn1ccc(O)c(CC(=O)OC)c1=O
    5 | 2 | 1 | 2 | 6 | -4 | -2 | 12 | -1
9. CCOC(=O)c1cc2c(n(-c3ccccc3)c1=O)CC(C)(C)CC2=O
    -5 | 6 | 6 | 6 | 6 | -2 | -1 | 4 | -1
10. COc1ccc(OC)c(NC(=O)c2ccccc2OC(C)=O)c1
    11 | 5 | -2 | 7 | 3 | 3 | -4 | 5 | -2
11. CC(C)c1cc(C(=O)NCCc2ccccc2)no1
    6 | 2 | -4 | -4 | -1 | 2 | -2 | -2 | 1
12. COc1ccc(-c2c(C#N)c(N)nc3c2CCc2ccccc2-3)cc1OC
    · | · | -5 | 4 | · | 14 | -5 | -12 | 0
13. Cc1ccc2c(c1)nnn2C1CCN(C(=O)Nc2ccccc2C)CC1
    11 | 3 | 2 | 5 | 3 | 1 | 2 | -6 | 5
14. FC(F)(F)c1ccc(C2[C@H]3CN(Cc4cccnc4)[C@H](c4ccccc4)C34CC2(c2ccccc2)C4)cc1 (stereo not given in full)
    6 | 11 | -3 | 4 | -4 | -11 | 1 | 9 | 2
15. O=C(c1cccc(F)c1F)N1CCCc2ccccc21
    6 | 9 | -3 | -4 | 0 | 9 | -2 | -3 | -4
16. COc1ccc(C2C(C(=O)NCCN(C)C)c3ccccc3C(=O)N2C)cc1OC (stereo not given)
    6 | 1 | -1 | 8 | 13 | -5 | -1 | 4 | -1
17. COCc1cc(=O)[nH]c(N2CCN(Cc3ccc4c(c3)OCO4)CC2)n1
    7 | 3 | 8 | -3 | -2 | -3 | -13 | 4 | -9
18. CC(C)(C)C(=O)/C(C#N)=C/c1ccc(O)cc1
    · | · | -4 | 4 | · | -1 | -2 | 3 | 1
19. CCn1c(=O)n(CC)c2cc(S(N)(=O)=O)c(C)cc21
    2 | 2 | -2 | 4 | -4 | -3 | 2 | -2 | 0
20. C=CCN1c2ccccc2C(=O)CS1(=O)=O
    -3 | 2 | -6 | 1 | 4 | 1 | 1 | · | -5

Some values from the list.
#20 | PAFAH1B3 inh: -3
#12 | LYPLA2 inh: 0
#18 | PAD4 inh: -4
#19 | PAFAH1B3 inh: 2

Other results
The line under a structure holds: PAFAH1B3 inh | PAFAH1B2 inh | PAD4 inh | pPAFAH FP inh | PAFAH2 inh | PME-1 primary | LYPLA1 inh | GSTO1 counter | LYPLA2 inh
21. CC(CC(=O)NCCc1ccc(S(N)(=O)=O)cc1)c1ccccc1 (stereo not given)
    3 | 3 | -3 | -3 | -5 | -9 | 1 | -2 | -2
22. COc1ccc(NC(=O)COC(=O)c2cnccn2)cc1Cl
    2 | 0 | 0 | 1 | -8 | 2 | 1 | -5 | -1
23. CCOC(=O)C1CCCN(C(=O)CN2C(=O)/C(=C/c3ccc(OC)cc3)Oc3ccccc32)C1 (stereo not given)
    -3 | -1 | -1 | 7 | -11 | 1 | 0 | 5 | -4
24. N=C1SC(CC(=O)Nc2ccccc2[N+](=O)[O-])C(=O)N1c1ccccc1 (stereo not given)
    7 | 9 | 0 | 2 | 6 | 6 | 1 | 7 | -2
25. CCOc1ccc(S(=O)(=O)N2CCC(C(N)=O)CC2)c2ccccc12
    7 | 2 | -1 | -2 | 1 | 1 | 0 | 1 | 6
26. CCC(CC)COC(=O)C1=C(C)NC(=O)NC1c1ccc([N+](=O)[O-])cc1 (stereo not given)
    2 | 28* | 1 | 10 | 1 | -2 | -2 | -10 | 29*
27. Oc1ccc(/C=C/c2ccc3ccccc3n2)cc1
    -1 | 6 | 4 | -2 | 3 | 28* | 6 | -3 | 1
28. CCc1ccc(NC(=O)CCNC(=O)Cn2cnc3ccccc3c2=O)cc1
    4 | 6 | -1 | 4 | -12 | -3 | -4 | -1 | 0
29. COc1ccc(/C=C/C(=O)Nc2ccccc2Cl)cc1S(=O)(=O)N1CCOCC1
    2 | 0 | -1 | 2 | -1 | -3 | -2 | -8 | 0
30. COc1ccc(C2CC(=O)C3=C(C2)Nc2ccccc2N(C(=O)C2CC2)C3c2cccnc2)cc1OC (stereo not given)
    4 | -3 | 0 | -4 | -3 | -7 | -4 | 9 | 3
31. COc1ccccc1NC(=O)C(C)NS(=O)(=O)c1ccccc1 (stereo not given)
    9 | -1 | 1 | 1 | 3 | 2 | -1 | 0 | 0
32. CC(C)c1ccccc1NS(C)(=O)=O
    · | · | -7 | 4 | · | -2 | 0 | -5 | -3
33. Cc1c(C(=O)OCCOc2ccccc2)[nH]c2c1C(=O)CCC2
    -6 | -1 | 2 | 4 | 0 | -1 | -4 | 4 | 1
34. CCC(C)c1ccc(NC(=O)COC(=O)c2nc3nccc(C)n3n2)cc1 (stereo not given)
    3 | -2 | -5 | -4 | 1 | 0 | 0 | -1 | -5
35. Cc1ccc(-c2nnn(CC(=O)N(c3cccc(F)c3)C(C(=O)NC(C)(C)C)c3ccco3)n2)o1 (stereo not given)
    3 | 0 | -6 | 2 | -3 | 1 | 0 | 1 | -6
36. Cc1ccc(C23CC4CC(CC(C(=O)N5CCN(C)CC5)(C4)C2)C3)cc1
    8 | 2 | -5 | 3 | 1 | 0 | 3 | 0 | 7
37. CCCSc1nc2c(c(=O)[nH]c(=O)n2C)n1Cc1ccc(C)cc1
    3 | 2 | 0 | 2 | 4 | 6 | 5 | 1 | 4
38. CCC1Oc2ccc(C)cc2N(CC(=O)NC2CCCCC2)C1=O (stereo not given)
    -4 | -1 | -5 | 2 | -3 | -7 | -1 | 4 | 0
39. CC1CCCC(C)N1C(=O)CSc1nc2c(c(=O)n(C)c(=O)n2C)n1C (stereo not given)
    -10 | 4 | -4 | 0 | 0 | -3 | -7 | 11 | -5
40. CCCS(=O)(=O)NCc1ccc2c(c1)cc(C)n2C
    -5 | -3 | 6 | 7 | -3 | -5 | 0 | -1 | -4
41. NNC(=O)c1csc(-c2ccccc2)n1
    4 | 0 | 1 | -7 | 1 | -7 | -6 | 10 | -7
42. Cc1ccc(C(=O)Nc2nccs2)cc1
    -1 | 2 | 2 | 3 | 0 | 2 | 0 | 0 | -4
43. CCN(CC)S(=O)(=O)c1ccc(N2CCCC2)c(NC(=O)CN2C(=O)NC3(CCCC3)C2=O)c1
    4 | 6 | 4 | 11 | 8 | -1 | 2 | -8 | 4
44. CCOc1ccccc1-c1nnc(SCC(=O)NC2CC2)n1CC
    0 | -2 | -2 | 2 | -7 | 3 | -2 | 6 | -3
45. Cc1nc2ccccn2c1C(=O)NC1CCCC1
    4 | 2 | -5 | 7 | -2 | -4 | 3 | 3 | 9
46. Cc1cc(C)cc(NC(=O)[C@H](NC(=O)[C@@H]2Cc3ccccc3CN2)c2ccccc2)c1
    6 | 6 | 3 | 18 | 2 | -2 | 0 | -3 | 5
47. O=[N+]([O-])c1ccc(Cl)c(/C=N/Nc2nc(N3CCOCC3)nc(N3CCOCC3)n2)c1
    6 | 9 | -4 | 4 | 1 | -4 | -1 | -4 | -1
48. CN(C)c1ccc(CNC2CC(C)(C)NC(C)(C)C2)cc1
    7 | 3 | 2 | 4 | -2 | -6 | -4 | 1 | 2
49. Cc1nnc(N2C(=O)C(O)=C(C(=O)c3ccco3)C2c2ccc(F)cc2)s1 (stereo not given)
    7 | 1 | 1 | 3 | 7 | -3 | 2 | -2 | -3
50. C=CCOc1ccc(C2CC(C)=NN2c2ccccc2)cc1 (stereo not given)
    7 | 5 | -2 | 6 | 3 | 1 | 2 | -1 | 6
51. Cc1ccccc1N1C(=O)CC(c2c[nH]c3ccccc23)C1=O (stereo not given)
    10 | 7 | 0 | 2 | 3 | 3 | 1 | -4 | 2
52. CS(=O)(=O)N1CCN(C(=O)C(Sc2ccccc2)c2ccccc2)CC1 (stereo not given)
    11 | 4 | 0 | 6 | 6 | 3 | 4 | 2 | 7
53. COc1ccc(C(=O)NCC(=O)Nc2cccc(S(=O)(=O)NCc3ccco3)c2)cc1OC
    · | · | -5 | 8 | · | -8 | -7 | -2 | -5
54. Cc1ccc(C)c2[nH]c(=O)c(CN(Cc3ccco3)S(=O)(=O)c3ccc4c(c3)OCCO4)cc12
    3 | 9 | -4 | 0 | -5 | -3 | -4 | -4 | -3
55. COC(=O)c1ccc2nc(Nc3nc4c(F)cc(F)cc4s3)sc2c1
    -8 | -10 | -3 | 7 | -27 | 20 | -2 | -5 | -4
56. Cc1nc2c3ccccc3nc(SCC(=O)N3CC(C)CC(C)C3)n2n1 (stereo not given)
    6 | 0 | -5 | 5 | 4 | -8 | 5 | 8 | 2
57. COc1ccc(NC(=O)CSc2nc(N)c(C(=O)Nc3ccc(N(C)C)cc3)s2)cc1
    8 | 3 | -10 | -5 | 5 | 3 | -8 | 14 | -6
58. COc1ccc(CNC(=O)C2CCN(S(=O)(=O)c3ccc4c(c3)NC(=O)C(C)S4)CC2)cc1 (stereo not given)
    -1 | -2 | -10 | 2 | -3 | -5 | -4 | -9 | -4
59. C=CCOc1c(Br)cc(/C=N/NC(N)=O)cc1OC
    -3 | -3 | 0 | 2 | -4 | 4 | -1 | -1 | -5
60. CCOc1cc(N2CCOCC2)c(OCC)cc1NC(=O)c1cc(S(=O)(=O)N2CCOCC2)ccc1C
    6 | 5 | -7 | 1 | 5 | · | · | · | ·

Records listed so far marked active in PME-1 primary.
nr | Compound | PAFAH1B3 inh | PAFAH1B2 inh | PAD4 inh | pPAFAH FP inh | PAFAH2 inh | PME-1 primary
27 | Oc1ccc(/C=C/c2ccc3ccccc3n2)cc1 | -1 | 6 | 4 | -2 | 3 | 28*

Reformatted with each value named: entries from further up.
59: C=CCOc1c(Br)cc(/C=N/NC(N)=O)cc1OC
  PAFAH1B3 inh = -3 | PAFAH1B2 inh = -3 | PAD4 inh = 0 | pPAFAH FP inh = 2 | PAFAH2 inh = -4 | PME-1 primary = 4 | LYPLA1 inh = -1 | GSTO1 counter = -1 | LYPLA2 inh = -5
60: CCOc1cc(N2CCOCC2)c(OCC)cc1NC(=O)c1cc(S(=O)(=O)N2CCOCC2)ccc1C
  PAFAH1B3 inh = 6 | PAFAH1B2 inh = 5 | PAD4 inh = -7 | pPAFAH FP inh = 1 | PAFAH2 inh = 5 | PME-1 primary = · | LYPLA1 inh = · | GSTO1 counter = · | LYPLA2 inh = ·

Assay outcomes (PubChem)
